Bioassay records: PubChem, several laboratories
BoNT-F LC inh: BoNT F light chain protease inhibition; Multiplex microsphere protease cleavage assay, flow cytometry; 360,000 compounds, 0.22% hits; inhibition, % at 10 µM; in the data active means inhibition above about 35%, passing the limit was not always enough; inconclusive means no clear call, values can overlap the other calls; further: plate controls were buffer without enzyme for full effect and enzyme alone for no effect
PrPC surface inh: cell surface PrPC inhibition, primary TR-FRET screen; P04156; TR-FRET read-out; inhibition, % at 13.8 µM; 370,000 compounds, 0.43% hits; AID 720596; in the data active means inhibition above about 24%; further: 0% = median of the test wells and 100% = reference compound wells
DUSP3 inh: DUSP3 (human) phosphatase inhibition; recombinant VHR phosphatase, pNPP absorbance; inhibition, % at 13.3 µM; 290,000 compounds, 0.52% hits; in the data active means inhibition above about 50%; further: some compounds called inactive have numbers as strong as hits
Target sequence (P51452 whole entry, looked up): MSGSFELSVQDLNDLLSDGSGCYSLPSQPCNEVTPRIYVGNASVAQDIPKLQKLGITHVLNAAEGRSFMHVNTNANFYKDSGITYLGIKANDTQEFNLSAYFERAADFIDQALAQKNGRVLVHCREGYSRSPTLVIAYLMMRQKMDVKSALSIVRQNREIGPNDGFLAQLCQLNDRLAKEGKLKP
PriA SSB inh: blocks PriA binding to SSB C-terminal tail. AlphaScreen SSBct-PriA binding, biotinylated peptide. inhibition, % at 33 µM. 430,000 compounds, 0.6% hits; in the data active means inhibition mostly above about 37%, no sharp cut-off; inactive means mostly below about 20%;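 further: plate controls were negative control peptide for no effect and reference peptide for full effect; strong numbers were not always called active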
CCHF vOTU inh: CCHFV vOTU protease inhibition. 370,000 compounds, 0.55% hits. inhibition, % at 11.5 µM. AID 651958. Pep-AMC fluorescence; in the data active means inhibition above about 30%; further: 0% = vehicle wells with enzyme and 100% = no enzyme wells
Rv3671c protease: Rv3671c (M. tuberculosis) protease inhibition; 320,000 compounds, 0.048% hits; P9WHR9; inhibition, % at 5.96 µM; AID 2606; in the data active means inhibition above about 38%;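 further: extracellular domain of Rv3671c used as enzyme; 0% = enzyme with DMSO and 100% = no enzyme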
Target sequence (P9WHR9 whole entry, looked up, the tested form may be a part): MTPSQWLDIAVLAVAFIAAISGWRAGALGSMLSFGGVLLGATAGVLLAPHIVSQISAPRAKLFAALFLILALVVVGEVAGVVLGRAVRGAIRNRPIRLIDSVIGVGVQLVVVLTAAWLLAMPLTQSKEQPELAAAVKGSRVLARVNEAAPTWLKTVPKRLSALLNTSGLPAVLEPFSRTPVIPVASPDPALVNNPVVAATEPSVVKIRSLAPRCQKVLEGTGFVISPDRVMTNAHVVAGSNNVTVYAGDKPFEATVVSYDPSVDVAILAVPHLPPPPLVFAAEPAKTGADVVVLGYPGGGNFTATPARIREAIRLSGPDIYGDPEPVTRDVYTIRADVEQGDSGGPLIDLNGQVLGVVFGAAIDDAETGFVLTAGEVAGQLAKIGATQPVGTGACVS
BoNT-A LC inh2: blocks Botulinum neurotoxin A light chain protease. 360,000 compounds, 0.17% hits. multiplex microsphere protease substrate cleavage, flow cytometry. inhibition, % at 10 µM; further: plate controls were buffer without enzyme for full effect and enzyme alone for no effect
Anthrax LF prot: inhibitors of Bacillus anthracis lethal factor protease | multiplex microsphere protease cleavage assay, LF | inhibition, % at 10 µM | 360,000 compounds, 0.12% hits; further: plate controls were buffer without enzyme for full effect and enzyme alone for no effect
3CLpro inhibitor: SARS-CoV 3CLpro protease inhibition; recombinant SARS-CoV 3CLpro, quenched FRET peptide cleavage; P0C6X7; inhibition, % at 6 µM; AID 1706; 290,000 compounds, 0.14% hits; in the data active means inhibition above about 12%
MazEF act: MazEF (E. coli) toxin RNase activation | 350,000 compounds, 0.32% hits | FAM/BHQ RNA-DNA oligo cleavage fluorescence, 5 h | activation, % at 20 µM | P0AE70 | AID 504720; in the data active means activation above about 50%
Target sequence (P0AE70 whole entry, looked up): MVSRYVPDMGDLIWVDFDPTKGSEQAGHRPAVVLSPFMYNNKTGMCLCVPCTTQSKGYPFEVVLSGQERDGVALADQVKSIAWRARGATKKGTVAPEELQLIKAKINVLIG
Starred values were filed as active, the others as inactive; ? = inconclusive; / = no result given; & = joins results of further samples. Unless noted, no stated cut-off is given here; in the data, active means inhibition above about 30%; inconclusive means no clear call, values can overlap the other calls; inactive means below that.

SMILES	BoNT-F LC inh	PrPC surface inh	DUSP3 inh	PriA SSB inh	CCHF vOTU inh	Rv3671c protease	BoNT-A LC inh2	Anthrax LF prot	3CLpro inhibitor	MazEF act
CN(C)S(=O)(=O)c1ccc(N2CCOCC2)c(C(=O)NCc2ccc3c(c2)OCO3)c1	-11	1	/	-6	6	9	-0.3	-3	/	9
CCN(CC)C(=O)c1ccc2sc([C@@H]3O[C@H](CO)[C@H](O)[C@H](O)[C@H]3O)nc2c1	0	8	/	/	-9	/	0.3	0	/	/
COCCOCCn1c(CCCO)nc2ccccc21	5	-1	-8	-10	6	1	0.5	0	-1	2
Cc1cc(S(=O)(=O)N2CCCc3ccccc32)ccc1-n1cnnn1	-21	-4	3	-7	5	1	-4.5	-5	7	-7
COc1ccccc1NC(=O)COc1ccc(C(=O)NCc2ccccc2)cc1OC	2	4	/	-14	-3	-9	2.3	5	/	-3
Cc1ccc(/C=N/NC(=O)C(C)NC(=O)c2ccccc2)cc1 (configuration not stated)	6	2	29	/	14	5	2.4	3	5	15
CN(CC(=O)Nc1ccc2c(c1)OCO2)CC(=O)Nc1ccc(F)c(F)c1F	5	-5	/	-13	21	1	0.0	2	/	-1
O=C1CC(c2ccc(F)cc2)CC(O)=C1C1NCCc2ccccc21 (configuration not stated)	7	0	24	-2	-8	-4	-0.8	5	1	-1
CN(C(=O)CC1C(=O)NCCN1Cc1c(F)cccc1Cl)C1CCOCC1 (configuration not stated)	4	4	29	-1	5	-8	1.3	1	-2	-12
O=[N+]([O-])c1cccc(CSc2nnc3ccccn23)c1	-3	-6	10	-17	5	-1	-0.7	-4	0	7
S=c1[nH]nc(Cn2cnc3ccccc32)n1-c1ccccc1Cl	1	8	13	11	-1	0	-0.2	-8	7	10
CC1CCN(CCCOc2ccc(Br)cc2Cl)CC1	0	0	3	4	-3	7	-0.1	0	2	9
CC(C)CCn1c(N2CCc3ccccc3C2)nc2c1c(=O)[nH]c(=O)n2C	-2	0	24	-4	-2	-7	-0.3	0	-3	23
O=[N+]([O-])c1ccc(Cl)c(S(=O)(=O)NCCc2ccccn2)c1	/	-17	/	5	3	-2	/	/	/	0
CCc1nc(Nc2ccc(OC)cc2OC)c2oc3ccccc3c2n1	?	-3	28	-12	-42	-11	-2.4	1	-3	-3
CC(C)C(=O)NC(=S)Nc1sc2c(c1C(N)=O)CCCC2	-6	4	-14	-2	-5	-9	0.0	0	3	5
CC(C)Cc1nc2oc3c(NCc4cccnc4)ncnc3c2c2c1CCC2	-1	-6	32	-17	-3	3	0.4	-7	2	4
O=C1CCc2cc(S(=O)(=O)N3CCN(c4ccc(F)cc4)CC3)cc3c2N1CC3	-3	-2	/	1	0	-5	9.2	-1	/	-11
COc1ccc(N2C(=O)CC(Cc3ccccc3OC)C2=O)cc1 (configuration not stated)	-1	4	-9	6	9	-1	0.2	7	5	1
O=c1cc(Nc2cccc(Br)c2)[nH]c(=O)[nH]1	-8	5	20	-19	-7	-2	-1.9	-12	-1	6
Cc1c(Cl)cccc1NC(=S)NC(=O)CCN1C(=O)c2ccccc2C1=O	-3	5	2	-17	3	-19	-0.9	2	-1	24
O=C(CNS(=O)(=O)c1ccc(Br)s1)Nc1ccc2c(c1)OCCO2	5	-10	0	1	-5	2	0.0	-2	-2	0
CC(NC(=O)c1cc(=O)[nH]c2ccccc12)c1ccc(F)cc1F (configuration not stated)	-8	-1	-3	-13	-1	5	3.2	0	3	-5
CC(C)(C)c1ccc(C(O)c2ncc(-c3ccc4ccccc4c3)[nH]2)cc1 (configuration not stated)	-9	4	/	/	2	/	-0.6	-4	/	/
COc1ccc(OC)c(C(=O)CC2OC(=O)c3ccccc32)c1 (configuration not stated)	13	-5	6	-10	-9	-1	0.8	2	-1	6
Cc1ccc(C(=O)Oc2ccccc2N2C(=O)C3CCCCC3C2=O)cc1 (configuration not stated)	10	0	11	-4	-7	9	2.1	12	1	0
COc1cccc(CNC(=O)CC2Sc3ccccc3NC2=O)c1 (configuration not stated)	-1	9	31	0	4	4	-0.8	-3	-4	8
COc1ccc(S(=O)(=O)Nc2ccccc2OC)cc1NC(=O)c1cc2ccccc2oc1=O	1	5	26	6	-1	-5	-0.3	3	-4	-5
O=C(O)/C(=C\c1ccco1)NC(=O)c1cccc2ccccc12	10	-9	16	0	9	6	7.7	-1	2	-1
COc1cc(CSc2nnnn2-c2ccc(C)cc2)cc(OC)c1OC	5	17	-33	-11	16	3	2.1	4	0	1

Seven entries from above in a different format.
SMILES | BoNT-F LC inh | PrPC surface inh | DUSP3 inh | PriA SSB inh | CCHF vOTU inh | Rv3671c protease | BoNT-A LC inh2 | Anthrax LF prot | 3CLpro inhibitor | MazEF act
COc1ccc(N2C(=O)CC(Cc3ccccc3OC)C2=O)cc1 (configuration not stated) | -1 | 4 | -9 | 6 | 9 | -1 | 0.2 | 7 | 5 | 1
O=c1cc(Nc2cccc(Br)c2)[nH]c(=O)[nH]1 | -8 | 5 | 20 | -19 | -7 | -2 | -1.9 | -12 | -1 | 6
Cc1c(Cl)cccc1NC(=S)NC(=O)CCN1C(=O)c2ccccc2C1=O | -3 | 5 | 2 | -17 | 3 | -19 | -0.9 | 2 | -1 | 24
O=C(CNS(=O)(=O)c1ccc(Br)s1)Nc1ccc2c(c1)OCCO2 | 5 | -10 | 0 | 1 | -5 | 2 | 0.0 | -2 | -2 | 0
CC(NC(=O)c1cc(=O)[nH]c2ccccc12)c1ccc(F)cc1F (configuration not stated) | -8 | -1 | -3 | -13 | -1 | 5 | 3.2 | 0 | 3 | -5
CC(C)(C)c1ccc(C(O)c2ncc(-c3ccc4ccccc4c3)[nH]2)cc1 (configuration not stated) | -9 | 4 | / | / | 2 | / | -0.6 | -4 | / | /
COc1ccc(OC)c(C(=O)CC2OC(=O)c3ccccc32)c1 (configuration not stated) | 13 | -5 | 6 | -10 | -9 | -1 | 0.8 | 2 | -1 | 6

(next part)
SMILES	BoNT-F LC inh	PrPC surface inh	DUSP3 inh	PriA SSB inh	CCHF vOTU inh	Rv3671c protease	BoNT-A LC inh2	Anthrax LF prot	3CLpro inhibitor	MazEF act
C=CCNC(=O)c1c[nH]c2ccc(S(=O)(=O)N(C)c3ccc(OCC)cc3)cc2c1=O	2	-1	-41	0	0	-15	-1.0	-10	1	-8
CCOC(=O)C1=C(c2ccccc2)Nc2ncnn2C1c1ccc(O)cc1 (configuration not stated)	0	-4	4	0	8	-4	-1.4	1	2	5
CC1(C)Cc2c(sc3ncn4c(=S)[nH]nc4c23)CO1	1	-2	4	6	2	-6	-0.1	-1	-2	-2
CCCCn1c(=O)[nH]c(=O)c2c1nc(-c1ccc(-c3ccc(F)cc3)o1)n2C	/	-3	-4	4	-14	3	/	/	2	-20
CC(OC(=O)c1ccco1)C(=O)Nc1nc(-c2ccccc2)cs1 (configuration not stated)	5	-2	/	-10	-2	-13	0.7	0	/	10
Nc1c(C(=O)c2ccc(Cl)cc2)sc2nsc(SCCN3CCOCC3)c12	12	2	18	-14	-14	12	5.1	3	0	-305
CCOC(=O)C1=C(COC(=O)COc2ccc(Br)cc2)NC(=O)NC1C (configuration not stated)	13	-4	/	3	0	3	-2.1	2	/	-2
CC(C)c1nc2oc3c(NCC4CCCO4)ncnc3c2c2c1COC(C)(C)C2 (configuration not stated)	-1	11	21	-5	1	/	1.0	-4	0	10
Cc1cc(C)cc(C(=O)N2CCN(Cc3ccc4c(c3)OCO4)CC2)c1	/	-1	12	-8	-8	7	/	/	1	8
Cc1cnc(NC(=O)CN2CCCCC2)s1	16	-2	-8	-6	-60	-3	-0.9	1	-7	3
CN(C)S(=O)(=O)c1ccc(NC(=O)CN2C(=O)NC3(CCCC3)C2=O)cc1	6	7	27	-17	6	-2	-1.5	1	3	1
Cc1cc(C(=O)N2CCC3(CC2)OCCO3)no1	-11	-1	15	6	-6	-4	-0.5	-6	1	-1
CCSc1nc2ccccc2n1C(=O)/C=C\c1ccc(OC)c(OC)c1	2	-1	16	-15	-3	7	5.9	8	-2	8
COC(=O)c1ccc(CN2CCN(Cc3ccccc3)CC2)cc1	-8	2	-13	-6	10	0	-0.8	-5	1	3
Cn1cccc1Cc1nnc(SCC(=O)N2CCc3ccccc32)n1-c1ccc(F)cc1	-3	-8	16	-4	4	-1	0.2	3	3	7
c1ccc(-c2nc3ccccc3s2)nc1	?	9&7	2&10	-19	5&-2	-4&-4	-0.5&-2.9	-1&7	-2&-5	0&5
COc1ccc(-c2ccc(CN3C(C(C)C)C(=O)N(Cc4cn(CCC5OCCO5)nn4)CCS3(=O)=O)cc2)cc1OC (configuration not stated)	-3	-1	/	/	13	/	-0.2	-2	/	-14
C[n+]1c2cc(N)ccc2cc2ccc(N)cc21	-57&-168	4&-6	/	13	88*	/	14&6.3	-24&-113	/	/
CC1(C(=O)N2CCC(CC3CC(c4ccc(Cl)cc4)=NO3)(C(=O)NCC3CCCCC3)CC2)CC1 (configuration not stated)	2	-5	-7	0	9	11	-0.2	1	3	7
O=C(CCc1nnc(-c2ccc3c(c2)OCO3)o1)N(Cc1ccncc1)CC1CCCO1 (configuration not stated)	-3	14	30	-6	-1	-3	-0.8	-1	-3	3
Cc1ccc(NC(=O)c2c(C)nn(-c3ccccc3)c2Cl)c(C)c1	-5	2	-4	-2	4	-1	-0.3	1	3	-6
Cc1cccc(C)c1NC(=O)C(c1ccccc1OC(F)(F)F)N1CCN(c2ccc(F)cc2)CC1 (configuration not stated)	-1	5	/	/	23	/	-0.6	9	/	/
CC(=O)c1ccc(NC(=O)C2CCCN2S(=O)(=O)c2cccs2)cc1 (configuration not stated)	0	-1	/	1	-12	-2	0.3	-1	/	2
O=C(Nc1ccncc1)C1CCC(CNS(=O)(=O)c2cccc3nsnc23)CC1 (configuration not stated)	0	-18	25	-3	-3	5	0.1	-5	2	3
COCCCNC(=O)Cn1cc(/C=C(\C#N)C(=O)NC2CCCC2)c2ccccc21	4	-5	0	-21	13	-8	0.7	-8	0	-7
CCC(=O)N1CCc2cc(S(=O)(=O)NC(Cc3ccccc3)C(=O)NC3CCCC3)ccc21 (configuration not stated)	-3	-9	22	-6	-9	-5	1.0	3	-10	0
Cc1cc(C(F)(F)F)nn1CC(=O)NNC(=S)Nc1ccc(Cl)cc1	-1	2	21	-24	11	-2	?	-4	-6	5
CCOc1ccccc1N1CC(C(=O)Nc2ccccc2N2CCCC2)CC1=O (configuration not stated)	-4	8	/	3	-4	-4	-0.8	1	/	-9
O=C(O)c1ccc(S(=O)(=O)c2ccc(Sc3ccc(C(=O)O)c(C(=O)O)c3)cc2)cc1	3	5	23	-9	11	0	0.4	-2	5	5
Clc1cccc(OCCn2cncn2)c1Cl	3	-3	24	-9	4	5	0.4	0	-1	1
CCN(CC)CCCn1c(=S)[nH]c2ccccc2c1=O	-7	-2	13	-2	17	-4	-0.6	5	5	2
Cc1ccc(C)c(S(=O)(=O)N2CCCC2CNC(=O)C(=O)Nc2ccccc2)c1 (configuration not stated)	1	-6	/	/	14	/	0.0	-6	/	-25
CCCCCn1c(C(Cc2ccccc2)NC(=O)COC)nc2ccccc21 (configuration not stated)	-5	3	45	-4	19	0	-0.4	0	-2	1
COc1ccc(CSCC(=O)NCCC(C)C)cc1	3	6	8	-10	3	-4	0.4	-2	-1	12
Cc1nn(-c2ccccc2)c(C)c1NC(=O)COC(=O)c1cccc(OC(F)F)c1	-4	-9	/	-22	12	2	0.8	1	/	-1
CCCC(=O)Nc1nnc(-c2ccc3c(c2)OCCO3)o1	-5	5	19	0	-7	3	-0.2	2	-5	-4
CS(=O)(=O)N1CCN(c2ccc([N+](=O)[O-])c(SCc3ccco3)c2)CC1	-1	-21	2	15	-1	-2	-0.8	-10	3	-2
COc1ccc(-c2nc(NC(=O)c3ccc(OCC(=O)N4CCOCC4)c(OC)c3)sc2C)cc1	-4	-1	8	21	1	-1	-0.7	-2	4	-9
COc1cccc(C(c2nnnn2C(C)(C)C)N2CCC3(CC2)C(=O)NCN3c2ccccc2)c1OC (configuration not stated)	1	14	/	/	6	/	0.5	-6	/	/
Cc1cc(C)c2nc(N3CCC(C(=O)N4CCCC4)CC3)sc2c1	2	3	18	0	1	1	-1.1	2	-2	-8
COc1cccc(OC)c1OCCCNC1CCCC1	?	8	39	-8	5	0	0.4	-2	0	5

The list is partial; count on the stated rates, not on these rows.
